Bioassay records (PubChem)
ERK EGF block: blocks ERK signaling stimulated by EGF. HEK293-V1b, EGF-stimulated phospho-ERK AlphaScreen. Potency, µM (highest dose often 11.5 µM), without a hit: top-dose activity change, negative = inhibition, actives largely listed as inhibitors. actives 0.41% (n = 130,000). AID 1454; active means well fitted inhibition curve with a large enough effect; inconclusive means small, poorly fitted or top-dose-only effect, or effect the other way;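 further: plate controls were stimulated vehicle wells for no effect and unstimulated vehicle basal for full effect; nearly all actives have a fitted effect of over 55% in size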
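Cell line HEK293 (stable V1b), low serum overnight. Pretreatment: compound 30 min, 37C. EGF 25 nM, 5 min. Detection: SureFire AlphaScreen, 5 h RT. AC50 via standard Hill equation.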
Active calls of the source: *; ? = inconclusive; & = joins results of further samples; [ ] = dose if it differs, or a comment. Potency means the concentration at half of the fitted maximal effect.

structure | ERK EGF block
COc1ccc(CCN(CC(=O)NC(C)(C)C)C(=O)Cn2nnc(-c3ccc(C)o3)n2)cc1OC | -1.1%
COCc1ccc(CN2CCCC(CO)(Cc3cccc(Cl)c3)C2)o1 (centres undefined) | -3.2%
COc1ccc(C(=O)OCC(=O)N2C(C)CCCC2C)cc1[N+](=O)[O-] (centres undefined) | -2.2%
CCOC(=O)N/N=C(C)/C=C/c1ccco1 | -4.4%
Cc1c(N(C(=O)c2cnccn2)C2(C(=O)NC3CCCC3)CCCCC2)c(=O)n(-c2ccccc2)n1C | 4.3%
COc1cccc(-c2csc(N3CCN(C(=O)NC45CC6CC(CC(C6)C4)C5)CC3)n2)c1 | -18.0%
CC(NC(=O)c1ccc(Cl)cc1Cl)C(c1ccccc1)N1CCOCC1 (centres undefined) | -3.3%
O=C(Cn1nnc2ccccc21)OCC(=O)c1ccccc1 | 2.2%
Nc1nc(-c2ccccc2)[nH]c(=O)c1N | -6.6%
Cc1ccc(CNC(=O)C(Cc2ccccc2)n2cccc2)cc1 (centres undefined) | 2.3%[57.5 µM]
COC(=O)[C@@H]1C[C@H]1[C@@H](NC(=O)c1ccc(Br)cc1)c1ccccc1 | 7.1%
Cc1ccc2c(c1)CCCN2C(=O)c1ccncc1 | -3.3%
CCOC(=O)C1=C(CSc2nc(CC)c(C)cc2C#N)OC(N)=C(C#N)C1c1ccc(OC)cc1 (centres undefined) | 5.2%
Oc1cc(OCc2ccccc2)ccc1-c1[nH]ncc1-c1ccccc1 | ?
O=C(CCN1CCN(C/C=C/c2ccccc2)CC1)Nc1ccccc1F | -2.5%
COc1cccc(/C=N\NC(=O)c2ccc(Cn3cc(Br)c([N+](=O)[O-])n3)o2)c1O | 40.6%
CCOC(=O)c1ccc(COC(=O)CNS(=O)(=O)c2ccccc2)cc1 | 7.1%[57.5 µM]
Cc1ccc(S(=O)(=O)CCN2C=CC(C(F)(F)F)=NCC2)cc1 | ?
CCN(CC)c1ccc2cc(C(N)=O)c(=N)oc2c1 | 0.3%
Cc1ccc(S(=O)(=O)CCC#N)cc1 | 4.3%[57.5 µM]
CN1CCN(Cc2nc3ccccc3c(=O)n2Cc2nc(-c3ccc4ccccc4c3)cs2)CC1 | ?
COc1ccccc1NC(=O)c1cc2c(=O)n(C)c3ccccc3c2n1C | -1.4%[57.5 µM]
Cc1nc2cc3sc(C)nc3cc2s1 | -4.0%
N#CC1=C(N)Oc2n[nH]c(-c3cccs3)c2C1c1ccncc1 (centres undefined) | 12.9%
Cc1ccsc1/C=N/NC(=O)c1ccc2c(c1)OCCO2 | 3.2%[57.5 µM]
CC1(C)C(C=C(Cl)Cl)C1C(=O)N(Cc1ccccc1Cl)C1CCS(=O)(=O)C1 (centres undefined) | -3.4%
CCn1cc(C2C(C(=O)Nc3cc(C)ccn3)=C(C)NC3=C2C(=O)CC(C)(C)C3)c(C)n1 (centres undefined) | -6.2%
N#CC1(C#N)[C@@H](C(=O)C23CC4CC(CC(C4)C2)C3)C12CCOCC2 | 6.8%
COc1ccc(-c2csc(NC(=O)C3COc4ccccc4O3)n2)cc1OC (centres undefined) | ?
O=C(NC(=S)N1CCCCCC1)c1ccccc1Cl | 10.7%
CCO[C@H]1OC(C(=O)NCc2ccccc2)=C[C@@H](C2CC2)[C@@H]1CCCO | 9.7%[57.5 µM]
Cn1cc(/C=N/Nc2ccccc2)c2ccccc21 | ?
O=C(/C=C/c1ccc(F)cc1)c1ccccc1Br | 1.0%
O=S(=O)(Nc1ccc(-c2cnco2)cc1)c1ccccc1 | 0.6%[57.5 µM]
CC(=O)NCC1COc2ccccc2O1 (centres undefined) | -13.4%[57.5 µM]
COc1ccc(/C(N)=N/OC(=O)Cc2ccccc2)cc1 | 15.0%
Clc1cccc(Cl)c1C1=NOC(c2nnc(-c3ccccc3)o2)C1 (centres undefined) | -1.6%[57.5 µM]
COCCCN=Cc1c(C)[nH]n(-c2ccc(Br)cc2Br)c1=O | 28.6%
O=C(O)c1cc(N=Nc2c(O)ccc3ccccc23)cc(C(=O)O)c1 | -8.0%
Cc1ccc(OC(C)C(=O)Nc2ccc(C)c(S(=O)(=O)Nc3ccc(C)cc3C)c2)cc1 (centres undefined) | 0.6%
N/C(=N\OC(=O)CCCCCN1C(=O)c2ccccc2C1=O)c1ccccn1 | -3.9%
O=C(O)CC/C(=N/Nc1ncc(C(F)(F)F)cc1Cl)C(=O)O | 2.4%
O=S(=O)(/C(=C/c1ccc(C(F)(F)F)cc1)c1nc2ccccc2[nH]1)c1ccccc1 | -10.8%
Cc1ccc(C)c2nc(SCC(=O)Nc3ccc4c(c3)OCO4)c(C#N)cc12 | 9.6%[57.5 µM]
O=C(O)c1cc([N+](=O)[O-])ccc1NCCCc1ccccc1 | -20.5%&-6.7%
COc1ccc(NC(=O)NC(C)C2CC3CCC2C3)cc1 (centres undefined) | -21.6%[57.5 µM]
CC/C(Cc1ccccc1)=N\NC(=O)c1cc(C)oc1C | -8.5%
CCCOc1ccc(/C=C/C(=O)NCc2ccccc2)cc1 | -0.1%
CCOc1ccccc1NC(=O)COC(=O)/C=C/c1ccc(OC)c(OC)c1 | 10.6%
Cc1cccc(-n2c(C)cc(/C=N\NC(=O)c3cccs3)c2C)c1 | 3.0%
Brc1ccc2oc(-c3ccn[nH]3)cc2c1 | -6.8%[57.5 µM]
CC1CCCN(C(=O)CCc2ccccc2)C1 (centres undefined) | 0.4%
COc1ccccc1-n1c(CNC(=O)c2cccc([N+](=O)[O-])c2C)n[nH]c1=S | 14.1%
Clc1ccc(-c2nc(-c3cnccn3)no2)cc1 | -4.3%[57.5 µM]
Cc1ncc([N+](=O)[O-])n1CC(=O)N/N=C/c1ccc(F)cc1 | -11.9%
Cc1cccc(C)c1NC(=S)Nc1ccc(Cl)c(Cl)c1 | -16.0%
Cc1cc(C)c(NC(=O)CN2C(=O)NC(Cc3ccccc3)C2=O)c(C)c1 (centres undefined) | 7.4%[57.5 µM]
c1ccc(-c2cccc(N3CCC4(CCNCC4)CC3)c2)cc1 | ?
Cc1cccn2c(=O)c3cc(C(=O)NCc4ccco4)c(=N)n(CCc4ccccc4)c3nc12 | -1.4%[57.5 µM]
NC(=O)c1nc(-c2cccs2)nc2c1[nH]c(=O)n2-c1ccc(F)cc1 | 4.7%

In the list so far, these contain a furan ring, fused or not:
structure | ERK EGF block
COc1ccc(CCN(CC(=O)NC(C)(C)C)C(=O)Cn2nnc(-c3ccc(C)o3)n2)cc1OC | -1.1%
COCc1ccc(CN2CCCC(CO)(Cc3cccc(Cl)c3)C2)o1 (centres undefined) | -3.2%
CCOC(=O)N/N=C(C)/C=C/c1ccco1 | -4.4%
COc1cccc(/C=N\NC(=O)c2ccc(Cn3cc(Br)c([N+](=O)[O-])n3)o2)c1O | 40.6%
CC/C(Cc1ccccc1)=N\NC(=O)c1cc(C)oc1C | -8.5%
Brc1ccc2oc(-c3ccn[nH]3)cc2c1 | -6.8%[57.5 µM]
Cc1cccn2c(=O)c3cc(C(=O)NCc4ccco4)c(=N)n(CCc4ccccc4)c3nc12 | -1.4%[57.5 µM]

The results go on.
structure | ERK EGF block
CCCCNC(=S)NNC(=O)c1csc(C)c1C | 0.1%
NCCC[C@@H](CC(=O)N[C@@H]1CCNC[C@H]1C(=O)N[C@H](CC(=O)N[C@@H](CCC(=O)O)CC(=O)O)Cc1c[nH]c2ccccc12)NC(=O)C[C@H](CO)NC(=O)[C@@H]1CCCC[C@H]1N | -14.5%
CCOC(=O)Cc1cc(=O)n2[nH]c(C(C)(C)C)cc2n1 | -9.0%[57.5 µM]
COc1ccccc1C1C2=C(N=c3s/c(=C/c4cccc(OCC(=O)O)c4)c(=O)n31)c1ccccc1CC2 (centres undefined) | ?
CCn1c(=O)c(=O)[nH]c2cc(C(=O)NC3CCCC3)ccc21 | -5.0%
Cc1cccc(NC(=S)N(CCc2ccncc2)C(C)C)c1C | -1.6%[57.5 µM]
COCCNC(=S)N/N=C(\C)c1cccc(C(F)(F)F)c1 | -5.2%
N#CC(c1ccccc1)C1CCN(Cc2ccccc2)CC1 (centres undefined) | 1.0%
CC(C)NC(=O)NNC(=O)Cn1nnc(-c2cccc(Cl)c2Cl)n1 | -6.8%[57.5 µM]
COc1ccc(/C=C/C(=O)NC(=S)Nc2ccc(S(=O)(=O)Nc3nccnc3OC)cc2)cc1 | -0.5%
CCOC(=O)c1c(NC(=O)CNC2CCCc3ccccc32)sc(C(N)=O)c1C (centres undefined) | -4.7%
Cc1cc(NC(=O)Cn2cnc3c(nnn3-c3cccc(F)c3)c2=O)no1 | 0.2%
CCOC(=O)c1c(NC(=O)COC(=O)CNC(=O)c2ccco2)sc(C(C)=O)c1C | 2.6%
Brc1ccccc1OCCCCCN1CCOCC1 | -4.6%
Cc1ccc(-c2nc3ccccc3nc2NN)cc1 | -6.9%[57.5 µM]
NC(=O)c1cc(N=Nc2c(N)[nH]n(-c3c(Cl)cc(Cl)cc3Cl)c2=O)ccc1Cl | -2.2%
O=C(CCBr)N1CCN(C(=O)CCBr)CC1 | -9.8%
COc1ccc2c(c1)sc(=N)n2C | -2.7%
COc1ccccc1NC(=O)CSc1nc2c(sc3ccccc32)c(=O)n1CCN(C)C | -8.3%
CN1CCN(CCCN(Cc2cccs2)C(=S)Nc2ccc(Cl)cc2)CC1 | -20.1%
Cc1ccc(S(=O)(=O)Oc2ccc(N3C(=O)C4C5CCC(C5)C4C3=O)cc2)cc1 (centres undefined) | -1.6%
O=C(CSc1ncnc2nc[nH]c12)Nc1nnc(SCc2ccc(Cl)c(Cl)c2)s1 | -2.9%
COc1ccc(C(=O)Nc2nc3ccc(S(C)(=O)=O)cc3s2)cc1OC | 7.6%
CCCNC(=O)COC(=O)/C=C/c1ccco1 | 9.6%
CC12CCCC(O)(C1)C1CC(C)(C)C1CC2 (centres undefined) | 11.5%
COCC(C)n1c(SCC(=O)NNC(=O)c2ccc(F)cc2)nc2ccccc2c1=O (centres undefined) | -3.6%
O=C(COC(=O)/C=C/c1ccccc1Cl)NC1CCCCCC1 | -0.2%
COc1ccc(OCCCC(=O)Nc2ccc(N3CCCCC3)cc2)cc1 | 3.4%
O=C(Nc1cc(F)cc(F)c1)c1sc(Cl)nc1-c1ccccc1 | -3.1%
O=C(Nc1ccccc1C(=O)Nc1ccccn1)c1ccc([N+](=O)[O-])cc1 | -8.9%
O=C(CNS(=O)(=O)c1ccc(F)cc1)N1CCCCCC1 | -5.4%
CNC(=S)N1N=C(c2ccc(OC)cc2)CC1c1ccc(Cl)cc1Cl (centres undefined) | -13.5%[57.5 µM]
NC(=O)c1ccc(N=Nc2c(-c3ccccc3)[nH]n(-c3ccccc3)c2=O)cc1 | -7.3%
Cc1ccc(NC2=NCC(=O)N2C2CCCC2)cc1C | -6.7%
COc1cc(CC(=O)OCC(=O)NCC(C)C)cc(OC)c1OC | -5.3%
CC(C)c1nc2scc(-c3ccc(Cl)cc3)c2c(=O)n1N | 8.6%[57.5 µM]
CC(C)[C@@H](CC(=O)N[C@@H]1CCNC[C@H]1C(=O)N[C@H](CC(=O)N[C@@H](CCC(=O)O)CC(=O)O)Cc1ccccc1)NC(=O)C[C@H](CO)NC(=O)[C@@H]1CNCC[C@H]1N | -1.7%
Cc1cc(C(=O)NCc2ccco2)c2cc(F)ccc2n1 | 2.5%
CC(C)CC(=O)NNC(=S)NCc1ccco1 | -17.1%
N#Cc1c(NC(=O)c2ccccc2Cl)n(Cc2ccccc2)c2nc3ccccc3nc12 | 6.8%
Fc1c(CSC(=S)N2CCOCC2)cccc1CSC(=S)N1CCOCC1 | 4.0%[57.5 µM]
CCN(CC)CCNC(=O)C(=O)Nc1ccc(C(=O)OC)cc1 | -9.1%[57.5 µM]
C#CCOCCOCCOCCNc1nc(N2CCN(C(=O)[C@H](CCC(=O)O)n3cc(C(N)CC(C)C)nn3)CC2)nc(N2CCN(C(=O)[C@H](CCC(=O)O)n3cc(C(N)CC(C)C)nn3)CC2)n1 (some centres undefined) | -8.9%[57.5 µM]
COC(=O)C(C)NC(=O)CNS(=O)(=O)c1ccc(F)cc1 (centres undefined) | -1.7%
O=C(C1CC(=O)N(C2CCCCC2)C1)N1CCc2ccccc21 (centres undefined) | 2.3%
NC(=O)c1cc([N+](=O)[O-])ccc1NCCN1C(=O)c2ccc(C(=O)O)cc2C1=O | -0.6%
Clc1ccc(-c2c(C3=NCCCN3)nnn2-c2ccc(Cl)cc2)cc1 | -2.2%[57.5 µM]
COc1nsnc1N1CCOCC1 | 6.3%
Cc1nn2cc(-c3cccc(Cl)c3)cnc2c1Br | -13.1%
C/C(=C\C(=O)c1sccc1Cl)N(C)C | -2.1%
CSc1nc(N)n(-c2cc(C(F)(F)F)ccn2)n1 | 1.8%[57.5 µM]
Cc1cc(C)cc(-n2nnc(C(=O)NCc3ccco3)c2N)c1 | -1.5%
O=S(=O)(c1ccc(F)cc1)c1snnc1-c1ccccc1 | 6.5%
c1ccc(SCc2cn3cccnc3n2)nc1 | 4.2%
COc1ccc(CNC(=O)COC(=O)c2cncc(Br)c2)cc1 | -0.1%
O=C(CCc1ccccc1)Nc1ccc(N2CCCCC2)cc1 | 2.9%
COC(=O)[C@@H](NC(=O)CCc1nnc(-c2ccsc2)o1)C(C)C | 1.0%
CCOc1ccc2nc(SCC(=O)Nc3cccc(S(=O)(=O)NC4=NCCCCC4)c3)[nH]c2c1 | -1.7%
Cc1ccc(-n2c(SCC(=O)N/N=C/c3ccccc3C(=O)O)nnc2-c2ccc(Cl)cc2)cc1 | -1.4%[57.5 µM]

Only part of the results is shown; count on the stated rates, not on these rows.
